Bioassay records: PubChem BioAssay, Broad Institute
ARNT-TACC3 inh = disruptors of human ARNT/TACC3 interaction. AlphaScreen His-ARNT PAS-B/GST-TACC3 binding, luminescence; TACC3 fragment carries E629A point mutation. inhibition, % at 9.99 µM. 390,000 compounds, 0.66% hits;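 active = mean inhibition of replicates at least 50% and at least half of replicates each reaching 50%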;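 also: 0% = complete ARNT plus TACC3 wells and 100% = ARNT alone without TACC3; many hits fall short of the cut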
Cneo AK release = causes C. neoformans cell lysis; adenylate kinase release luminescence, 4 h; normalised: neutral wells 0, clomiphene wells 100; 360,000 compounds, 0.2% hits; AID 651654; lysis activity, % at 15 µM;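 active = mean lysis activity across replicates of at least 80%, whatever share of replicates individually reach that level; inactive = mean lysis activity below 80%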
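Assay system: Cryptococcus neoformans yeast cells / Dosing: single-point compound dose / Timing: 4 h at 37 °C static, read 1 h later / Measured by: luminescence of released adenylate kinase using an AK detection reagent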
PglD DTNB = PglD (C. jejuni) enzyme inhibition; purified PglD enzyme, DTNB colorimetric CoA detection; inhibition, % at 12.5 µM; 360,000 compounds, 0.098% hits; in the data active = inhibition above about 16%, passing the limit was not always enough; also: strong numbers were not always called active
C2C12 statin = suppression of simvastatin myotoxicity; rescue of ATP level, % at 7.49 µM; C2C12 myotubes + simvastatin, ATP luminescence, 48 h; scaled: DMSO 0, geranylgeraniol control 100; 330,000 compounds, 0.78% hits; AID 602340;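 active = mean ATP rescue above about 67%, or every replicate alone reaching that limit, limit read from the data, passing the limit was not always enough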;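 also: myotubes were challenged with 10 µM simvastatin during compound exposure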
LGR2 inh = Drosophila LGR2 receptor signaling inhibition; HEK293 LGR2, CRE-luciferase, bursicon-stimulated, 4 h; 380,000 compounds, 0.35% hits; inhibition, % at 9.99 µM;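 active = drop in luminescence signal, shown as inhibition above about 50% in the replicate tests, limit read from the data, passing the limit was not always enough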;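 also: agonist challenge used bursicon conditioned medium at about half maximal strength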
PGC1a acetyl inh = PGC1a acetylation modulation, inhibitor mode; AID 651687; inhibition, % at 15.6 µM; 350,000 compounds, 0.17% hits; U2OS PGC1a acetylation, AlphaScreen anti-acetyl-lysine; with virally co-expressed GCN5 acetyltransferase;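 active = every replicate shows inhibition of at least 40%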;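 also: 0% = neutral control wells and 100% = positive control wells; some results beyond the cut were filed as inactive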
INS-1E GSIS act = primary screen for activators of insulin secretion dependent on glucose, INS-1E cells, GLuc reporter luminescence; 370,000 compounds, 0.61% hits; INS-1E GLuc reporter insulin secretion, 2-3 h; activation, % at 16.6 µM; AID 743287;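 active = lowest replicate activation of at least 40%, so every replicate reaches that level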;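 also: 0% = median of neutral control wells and 100% = median of IBMX positive control wells; some compounds called inactive have numbers as strong as hits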
PAX8 reporter = PAX8 transcriptional activity inhibition; RMG-I TPO-luciferase reporter, SteadyGlo, 24 h; inhibition, % at 12.6 µM; 360,000 compounds, 1.2% hits;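 active = mean replicate inhibition at least 60% with every replicate also reaching 60%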;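 also: luciferase light reporting Pax8 driven TPO promoter activity; plate controls were median of neutral control wells for no effect and mitoxantrone controls for full effect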
* = called active by the depositor; x = not tested or not shown; & = joins results of further samples.

compound,ARNT-TACC3 inh,Cneo AK release,PglD DTNB,C2C12 statin,LGR2 inh,PGC1a acetyl inh,INS-1E GSIS act,PAX8 reporter
C[C@@H]1CN([C@H](C)CO)C(=O)c2cc(NS(=O)(=O)c3cccs3)ccc2O[C@H]1CN(C)Cc1ccc(-c2ccccc2)cc1,2.4,51.7,-2.6,-10.1,-14.2,2.4,-33.6,25.4
COc1ccc(CNc2nc3nc4c(c(=O)n3[nH]2)CCC4)cc1,-2.9,1.7,-5.5,-12.1,x,-1.2,x,x
CCC(C)(C(=O)NC1CCCCC1)N(Cc1ccco1)C(=O)CNC(=O)c1ccccc1 (configuration not stated),x,0.9,-7.6,3.6,x,-4.9,x,x
CCC(=O)N(CCO)Cc1cc2ccc(C)c(C)c2[nH]c1=O,x,-4.3,0.7,0.5,x,-2.2,x,x
CCC(=O)N1CC[C@H]2[C@@H]1c1cc(C#Cc3ccccc3OC)ccc1N(C)[C@H]2CO,9.3,22.4,1.1,-70.3,-6.1,-12.9,-5.9,-3.2
COc1ccc(C(=O)CN2C(=O)NC3(CCCCCC3)C2=O)cc1,0.9,-2.0,-1.7,x,-18.2,0.0,-15.1,-45.6
CCCn1nc(C(=O)NCCc2ccc(S(N)(=O)=O)cc2)c2ccccc2c1=O,-3.4,-0.8,5.0,9.9,x,3.1,x,x
C[C@H]1CN([C@@H](C)CO)C(=O)c2cc(-c3cccc(C(=O)N(C)C)c3)cnc2O[C@H]1CN(C)C(=O)Cc1ccccn1,-9.9,-1.6&-2.3,6.8&5.2,5.5,-18.8,9.0&5.9,9.9&-5.0,-0.7
Cc1cc(/C=N/NC(=O)C(=O)NCc2ccccn2)c(C)n1-c1ccccc1,1.4,3.4,2.6,x,-7.8,x,x,-21.1
COc1ccc(C#Cc2ccc3c(c2)[C@]2(C(=O)N3)[C@H](c3ccccc3OCCO)N3[C@H](c4ccccc4)[C@H](c4ccccc4)OC(=O)[C@H]3[C@@H]2C(=O)N2CCc3cc(OC)c(OC)cc3C2)cc1,10.0,-41.1,1.9,x,x,9.4,x,-5.5
CC1(C)SC(C)(C)N(C=O)C1C(=O)O (configuration not stated),x,x,x,1.9,11.6,-2.9,11.6,-3.4
S=C(NCCC(c1ccccc1)c1ccccc1)Nc1ccccc1Cl,-4.8,3.0,2.8,35.6,x,2.8,x,x

More structures follow.
compound,ARNT-TACC3 inh,Cneo AK release,PglD DTNB,C2C12 statin,LGR2 inh,PGC1a acetyl inh,INS-1E GSIS act,PAX8 reporter
COc1ccc(C(=O)NCc2ccccc2CN2CCCC2)cc1S(=O)(=O)N1CCOCC1,1.8,0.8,2.1,-1.5,8.3,x,4.7,-20.2
Cc1ccccc1C(=O)N(C)Cc1ccccc1,3.2,-1.7,-6.8,-0.4,x,3.3,11.2,x
CN(C)C(=O)[C@@H]1C[C@H]1[C@@H](NC(=O)OCc1ccccc1)c1ccccc1,27.3,1.1,-2.9,1.7,-7.5,-5.6,-21.6,-25.6
CCN(C(=O)COC(=O)c1ncc(Cl)c(Cl)c1Cl)c1c(N)n(Cc2ccccc2)c(=O)[nH]c1=O,-0.2,-1.0,-0.8,1.1,5.0,-3.4,-2.0,3.1
CCCc1cc(N2CCN(c3ccccn3)CC2)n2nc(C)c(-c3ccccc3)c2n1,-8.5,0.2,12.5,-32.6,x,-26.4,14.6,6.9
C=CCNC(=O)c1onc(CSc2cccc(C)c2)c1C(=O)O,-0.4,-0.8,3.0,0.6,-5.6,7.7,-11.2,-4.6
COc1ccc(OC)c2sc(NC(=O)C(C)C)nc12,-0.2,1.7,3.7,29.9,-3.1,x,10.8,11.4
N#CCC(=O)Nc1ccc(C(=O)Nc2ccc3c(c2)OCO3)cc1,1.2,-1.3,1.6,0.8,-6.2,x,12.6,-50.2
COc1ccccc1C1CC(=O)Oc2cc(C)c(Br)c(C)c21 (configuration not stated),10.8,-2.6,-3.4,0.1,22.8,2.9,7.4,10.1
CCCCCSc1nc2c(c(=O)[nH]c(=O)n2C)n1CC,-6.8,0.1,-1.4,10.4,9.4,-1.0,x,-14.4
Cc1ccc(OC(=O)CCC(=O)Nc2ccc(C)c(C)c2)cc1,-5.4,x,x,x,-7.9,-10.3,-0.8,7.3
CCc1cccc(CC)c1N(COC)C(=O)Cn1cnc2ccccc21,x,-0.6,2.2,x,-0.2,1.7,-0.5,-6.9

An excerpt of these results, field by field.
> CCCCCSc1nc2c(c(=O)[nH]c(=O)n2C)n1CC
  ARNT-TACC3 inh = -6.8	Cneo AK release = 0.1	PglD DTNB = -1.4	C2C12 statin = 10.4	LGR2 inh = 9.4	PGC1a acetyl inh = -1.0	INS-1E GSIS act = x	PAX8 reporter = -14.4
> C=CCNC(=O)c1onc(CSc2cccc(C)c2)c1C(=O)O
  ARNT-TACC3 inh = -0.4	Cneo AK release = -0.8	PglD DTNB = 3.0	C2C12 statin = 0.6	LGR2 inh = -5.6	PGC1a acetyl inh = 7.7	INS-1E GSIS act = -11.2	PAX8 reporter = -4.6
> Cc1ccccc1C(=O)N(C)Cc1ccccc1
  ARNT-TACC3 inh = 3.2	Cneo AK release = -1.7	PglD DTNB = -6.8	C2C12 statin = -0.4	LGR2 inh = x	PGC1a acetyl inh = 3.3	INS-1E GSIS act = 11.2	PAX8 reporter = x

Later entries.
compound,ARNT-TACC3 inh,Cneo AK release,PglD DTNB,C2C12 statin,LGR2 inh,PGC1a acetyl inh,INS-1E GSIS act,PAX8 reporter
Cc1ncc([N+](=O)[O-])n1Cc1ccc(F)cc1,-12.1,x,x,x,-1.8,-4.4,18.0,-2.3
Brc1ccccc1-c1nnc(CSc2nnc3sc4ccccc4n23)o1,-3.9,-0.3,0.2,x,x,-4.0,x,7.2
CC(=O)Nc1ccc(N2C(=O)CC(N3CCN(Cc4ccc5c(c4)OCO5)CC3)C2=O)cc1 (configuration not stated),-3.2,0.4,2.3,-18.7,x,0.7,x,x
CN(C)c1ccc(NC(=O)c2sc(SCC(=O)Nc3ccc(Br)cc3)nc2N)cc1,-2.7,1.1,0.1,x,x,1.0,x,x
Cc1cc(S(=O)(=O)Nc2ccc(C(=O)NCC3(N(C)C)CCCCC3)cc2)ccc1F,-2.1,-0.2,2.5,-2.0,-4.1,x,-13.4,-5.0
N#Cc1c(C(F)(F)F)cc(-c2cccs2)nc1N1CCCCC1,-5.0,x,x,-8.6,-5.8,6.6,15.0,12.6
CCC(=O)N1C[C@@H](C)[C@H](OC)CN(C)C(=O)c2ccc(NC(=O)c3ccc(F)cc3)cc2OC[C@H]1C,-0.5,45.2,0.1,8.5,4.1,-10.4,22.6,x
Cc1cccc(NC(=O)c2sccc2-n2cccc2)c1C,-1.1,-3.1,-3.4,17.9,7.0,7.0,6.8,x
COc1ccc(CN(C)C[C@H]2Oc3ccc(NC(=O)CCC(F)(F)F)cc3C(=O)N([C@@H](C)CO)C[C@H]2C)cc1,-0.5,-3.7,0.3,0.1,3.2,-6.6,4.7,9.1
C/C=C/c1ccc([C@H]2[C@@H](CO)N3C(=O)CN(C(=O)c4ccc(F)cc4)C[C@@H]23)cc1,x,x,x,x,0.9,5.9,-2.5,0.3
CCOC(=O)C1C(c2cc(OC)c(OC)c(OC)c2)NC(=S)NC1(O)C(F)(F)F (configuration not stated),x,-0.8,-1.8,100.6*,x,-4.6,x,x
Cn1c(NC(=O)C[n+]2cc(-c3ccc(F)cc3)n3c2CCC3)cc(=O)n(C)c1=O,-4.2,x,x,9.6,3.0,x,5.3,-12.3

The results go on.
compound,ARNT-TACC3 inh,Cneo AK release,PglD DTNB,C2C12 statin,LGR2 inh,PGC1a acetyl inh,INS-1E GSIS act,PAX8 reporter
C=CCn1c(Oc2ccc(C=O)cc2OCC)nc2c1c(=O)n(C)c(=O)n2C,1.0,-0.8,-7.5,1.1,-16.2,9.4,5.7,0.9
CC(C)Cc1nc2sc3c(c2c(=O)n1N)CC(C(C)C)OC3 (configuration not stated),-0.4,3.6,-4.7,-5.0,3.5,-7.9,0.8,-7.8
CC(NC(=O)c1ccccc1)c1nnc(SCC(=O)Nc2nnc(C3CC3)s2)n1C (configuration not stated),2.9,-0.5,-0.3,x,-14.1,x,2.1,-5.4
COc1ccc(CNC(=O)C(=O)NC2CC(C)(C)NC(C)(C)C2)cc1,-14.0,x,x,x,15.6,10.7,-4.6,-6.8
Cc1cc2nc3n(c2cc1C)CCCN3,-4.2,1.8,0.8,-17.8,23.2,-15.5,-1.6,-8.4
O=C(N/C(=C/c1ccc(Cl)cc1)C(=O)N1CCOCC1)c1ccccc1,-5.1,-3.2,-1.7,3.7,8.2,-0.6,11.9,6.4
COc1ccc(-c2cn(-c3ccc(C)c(C)c3)c(=S)[nH]2)cc1OC,3.5,-3.0,5.1,-2.1,-15.1,-4.3,-19.5,-6.5
COc1cccc(OC)c1-c1nn2c(-c3cc(-c4ccccc4)n[nH]3)nnc2s1,-1.2,-10.7,-0.3,-35.0,x,3.0,x,x
CNC[C@H]1Oc2ccc(NC(=O)Nc3ccc(F)cc3)cc2CC(=O)N([C@@H](C)CO)C[C@H]1C,-5.4,3.7,-0.6,-0.7,12.6,-1.0,6.2,-1.9
O=S(=O)(NCCS(=O)(=O)N1CCN(c2ccccc2)CC1)c1ccccc1,-2.9,3.4,-0.2,8.4,-6.2,-4.9,21.0,15.9
Cc1cc(-c2nn(-c3ccccc3F)cc2CNCCc2cnccn2)c(C)s1,-1.2,-2.5,-0.7,-7.0,31.3,1.4,-25.6,5.5
COc1ccc(CN2C(=O)COc3ccccc32)cc1,-8.0,-0.7,4.3,5.3,-1.2,14.8,3.4,26.2

Following part:
compound,ARNT-TACC3 inh,Cneo AK release,PglD DTNB,C2C12 statin,LGR2 inh,PGC1a acetyl inh,INS-1E GSIS act,PAX8 reporter
CCCNC(=O)C[C@H]1CC[C@H]2[C@H](COc3ccc(NC(=O)c4cscn4)cc3C(=O)N2C)O1,1.5,-2.2,-0.3,-2.0,1.6,-3.8,-3.5,-1.3
C[C@H]1CN([C@@H](C)CO)C(=O)Cc2cc(NC(=O)Cc3ccccc3)ccc2O[C@H]1CN(C)Cc1ccc(C(=O)Nc2ccccc2N)cc1,x,x,x,x,3.1,-10.5,10.1,9.5
O=[N+]([O-])c1cccnc1Oc1ccccc1F,-0.4,x,x,-21.6,10.5,x,x,4.9
Cc1cc(NC(=O)CN2C(=O)[C@@H]3[C@H](C2=O)[C@@H]2C[C@H]3C(Br)C2Br)no1 (some centres not stated),-5.2,x,x,x,-10.7,x,-5.8,-0.7
COc1ccc(-c2c(C)nn(-c3ccccc3)c2NC(C)=O)cc1OC,-7.8,0.3,-0.4,-2.0,-4.7,2.2,-3.2,-10.6
O=c1cnc2ccccc2n1Cc1ccccc1,x,40.0,-0.7,-2.9,10.9,-15.0,10.5,2.5
Cc1ccc(CN2CC(C(=O)N(CC(C)C)c3c(N)n(Cc4ccccc4)c(=O)[nH]c3=O)CC2=O)cc1 (configuration not stated),x,-4.1,-1.6,2.3,-19.8,x,-29.4,17.7
COC(=O)N1[C@H](C)C=C[C@]1(Cc1ccccc1)C(=O)NCCCNc1ncc(C(F)(F)F)cc1Cl,-2.0,0.4,1.7,4.8,x,-10.6,x,-2.7
CN(Cc1nc(-c2cnccn2)no1)CC1CCN(Cc2ccccc2)CC1,-0.7,4.7,-2.3,-7.1,-10.3,7.5,5.5,-4.5
CC1NC(=O)c2cc3ccccc3cc2-n2c1nc1cc(Cl)ccc1c2=O (configuration not stated),x,-1.9,0.1,4.7,x,-1.8,x,19.8
Cn1cccc1Cc1nnc(SCC(=O)N2CCOCC2)n1-c1ccc(F)cc1,1.0,-0.4,-5.3,0.2,-5.6,0.0,5.1,2.2
CO[C@H]1CN(C)C(=O)c2ccc(NC(=O)C3CCCCC3)cc2OC[C@H](C)N(Cc2nccs2)C[C@@H]1C,-1.8,57.7,3.7,5.2,6.5,x,-14.8,-16.1
Cc1ccc(C)c(NC(=O)C2CC3CCC2C3)c1 (configuration not stated),-3.4,2.5,-2.5,0.2,-9.3,5.2,4.7,-40.3
